Tat transport: inhibitors of E. coli Tat protein transport. E. coli MC4100 TorA-mCherry Tat export, fluorescence. inhibition, % at 10 µM. actives 0.036% (n = 340,000). AID 488895;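 active means mean replicate inhibition at least 50% and at least half of replicates individually reaching 50%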;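 further: exported cargo escapes ClpAP degradation while cytoplasmic cargo is degraded and loses fluorescence; 0% = median of neutral control wells and 100% = median of NaSCN control wells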
MITF act: activators of MITF-driven TRPM1 promoter activity in SK-MEL-5 cells; SK-MEL-5 TRPM1-promoter luciferase, 24 h; % of positive control, neutral wells = 0; activation, % at 12.5 µM; actives 0.75% (n = 300,000);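 active means mean activation of at least 80% with every replicate also reaching 80%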;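 further: 0% = neutral control wells and 100% = parthenolide positive control wells; values of inactives mirror those of a sister screen read the other way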
V-ATPase pH: regulators of yeast V-ATPase proton transport. actives 0.37% (n = 350,000). response, % at 10 µM. S. cerevisiae, pHLuorin cytosolic pH fluorescence; in the data active means response mostly above about 7.3%, no sharp cut-off; inactive means mostly below about 5.4%; further: actives read high; inactives centre near 0; some compounds called inactive have numbers as strong as hits
CAL PDZ FP-1: human CAL PDZ-peptide interaction inhibition. Q9HD26. actives 0.02% (n = 330,000). inhibition, % at 20 µM. AID 504414. purified CAL PDZ, TMR-peptide fluorescence polarization, 1 h;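 active means highest replicate inhibition of at least 40%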;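 further: plate controls were DMSO neutral control wells for no effect and unlabeled competitor peptide control wells for full effect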
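Control set: unlabelled peptide and DMSO controls / Material: purified CerCALP PDZ construct / Timing: 1 h incubation at room temperature before polarization reading / Doses: 20 µM, one dose / Detection: fluorescence polarization (mP)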
Wnt bcat act: activators of Wnt/beta-catenin signaling. activation, % at 9.35 µM. Wnt/beta-catenin reporter cell assay, activator, plate reader. actives 1.2% (n = 300,000); in the data active means activation above about 30%, passing the limit was not always enough;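 further: 0% = neutral control wells and 100% = positive control wells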
CDK5 inh: blocks human CDK5/p35 kinase activity; Recombinant CDK5/p35, ADP-Glo luminescence, 60 min; Q00535+Q15078; inhibition, % at 10 µM; actives 0.01% (n = 330,000);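 active means highest replicate inhibition of at least 50% and at least 75% of replicates reaching 50%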;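 further: plate controls were DMSO neutral control for no effect and GW8510 at 10 µM for full effect; many of its hits are not listed in these tables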
Target sequence (Q00535 whole entry, looked up): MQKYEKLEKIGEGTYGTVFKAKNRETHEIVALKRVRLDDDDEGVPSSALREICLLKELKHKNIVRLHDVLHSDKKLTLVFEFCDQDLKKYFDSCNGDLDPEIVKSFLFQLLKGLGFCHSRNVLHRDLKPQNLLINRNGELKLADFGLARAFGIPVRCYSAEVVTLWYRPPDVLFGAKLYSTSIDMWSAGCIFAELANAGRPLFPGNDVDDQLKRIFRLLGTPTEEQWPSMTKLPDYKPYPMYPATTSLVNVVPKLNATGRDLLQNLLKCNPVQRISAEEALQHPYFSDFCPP
Target sequence (Q15078 whole entry, looked up): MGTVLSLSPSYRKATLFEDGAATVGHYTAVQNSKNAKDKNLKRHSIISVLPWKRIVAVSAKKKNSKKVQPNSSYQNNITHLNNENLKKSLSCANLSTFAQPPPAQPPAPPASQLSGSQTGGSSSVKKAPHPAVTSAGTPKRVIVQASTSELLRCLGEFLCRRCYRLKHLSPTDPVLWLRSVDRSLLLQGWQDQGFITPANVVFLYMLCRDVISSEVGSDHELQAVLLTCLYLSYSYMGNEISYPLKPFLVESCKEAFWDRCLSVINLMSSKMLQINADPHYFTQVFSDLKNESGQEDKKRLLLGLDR
CAL PDZ FP-2: inhibitors of human CAL PDZ peptide binding | purified CAL PDZ, TMR-peptide fluorescence polarization, 1 h | AID 602252 | actives 0.92% (n = 300,000) | inhibition, % at 24.9 µM;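 active means mean inhibition of at least 30% with at least half of replicates also reaching 30%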;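 further: 0% = DMSO neutral control and 100% = excess unlabeled competitor peptide PRC23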
cardiac RTF act: increases calcium sensitivity of human cardiac regulated thin filaments. IANBD-labeled TnC RTF fluorescence at EC20 calcium; 0% EC20 calcium, 100% full calcium. activation, % at 7.2 µM. actives 0.24% (n = 340,000);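 active means activation above the mean over all tested compounds plus 3 SD, cut at about 30% in these data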;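 further: rise in fluorescence read as greater calcium sensitivity of cardiac thin filaments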
Rtt109 Vps75: blocks Candida albicans Rtt109/Vps75 acetyltransferase activity | Q5AAJ8 | purified Rtt109/Vps75, ThioGlo CoA-SH fluorescence, 4 h | inhibition, % at 34.9 µM | actives 0.16% (n = 330,000);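 active means inhibition of at least 50% in every replicate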
dFosB activator: enhances mouse delta FosB homodimer DNA binding. P13346. purified delta FosB, TAMRA-CDK5 oligo fluorescence polarization; percent of positive-control signal above neutral wells. activation, % at 25 µM. actives 0.99% (n = 340,000). AID 493131;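 active means mean activation above about 17%, with every replicate also reaching it, limit read from the data, passing the limit was not always enough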;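 further: fluorescence polarization rise as delta FosB binds a TAMRA Cdk5 AP-1 oligo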
Target sequence (P13346 whole entry, looked up): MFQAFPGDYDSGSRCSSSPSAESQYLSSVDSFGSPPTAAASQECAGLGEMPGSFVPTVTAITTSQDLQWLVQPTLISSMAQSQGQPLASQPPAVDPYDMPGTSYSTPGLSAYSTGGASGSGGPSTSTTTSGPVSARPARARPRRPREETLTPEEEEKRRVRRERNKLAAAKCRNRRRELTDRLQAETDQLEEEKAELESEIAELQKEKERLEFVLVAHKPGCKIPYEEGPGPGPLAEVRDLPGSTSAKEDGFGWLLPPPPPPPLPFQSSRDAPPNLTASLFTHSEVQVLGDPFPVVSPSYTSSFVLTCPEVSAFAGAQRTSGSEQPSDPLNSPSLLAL
Numbers without * were called inactive; / = not tested or not shown.

SMILES | Tat transport | MITF act | V-ATPase pH | CAL PDZ FP-1 | Wnt bcat act | CDK5 inh | CAL PDZ FP-2 | cardiac RTF act | Rtt109 Vps75 | dFosB activator
O=C(O)CN1C(=O)/C(=C2\SC(=S)N(C(Cc3ccccc3)C(=O)O)C2=O)c2ccccc21 (configuration not stated) | -4 | -22 | -2 | 3.8 | 1 | -0.5 | 1 | 3 | 15 | -3
Cc1cccc(S(=O)(=O)Nc2ccncc2)c1 | 4 | -1 | 3 | -1.1 | -1 | -0.3 | 2 | -12 | -2 | 5
C#CCOc1c(Cl)cc(/C=N/NC(N)=S)cc1OCC | -9 | 0 | -3 | -1.7 | 0 | 0.1 | -13 | 1 | -1 | -4
Cc1cc(C)n(Cc2ccc(NC(=O)c3c([N+](=O)[O-])c(C)nn3C)cc2)n1 | 4 | -9 | 0 | 0.5 | -2 | 0.0 | -2 | 4 | -13 | 2
CC(C)[C@H](NC(=O)C1CCCC1)c1nc2ccccc2[nH]1 | -3 | -4 | 1 | -0.3 | -1 | -3.8 | -6 | 1 | 3 | -4
COc1ccc(C2OCC3(CO2)SC(=O)NC3=O)cc1OC (configuration not stated) | -9 | 0 | 2 | 0.3 | 0 | -0.7 | -2 | 5 | -3 | -4
C[C@]12CCC3C(CC[C@H]4CC(O)CC[C@]34C)C1CC/C2=N/NC(=O)c1ccncc1 (some centres not stated) | -3 | 16 | -1 | -3.2 | -2 | 0.3 | -2 | -6 | 6 | -11
COc1ccc(N2CCN(C(=O)c3c(-c4ccccc4)noc3C)CC2)cc1 | 11 | -8 | 4 | -0.8 | -6 | -0.7 | -7 | 3 | 6 | -7
O=C(COc1ccccc1)Nc1c2c(nn1-c1ccccc1)CS(=O)(=O)C2 | 1 | 5 | -3 | -1.8 | 1 | -0.6 | -3 | -1 | 15 | -3
NS(=O)(=O)c1cccc(NS(=O)(=O)c2ccc(/C=C/C(=O)OCC(=O)c3ccccc3)cc2)c1 | 8 | 1 | 4 | 0.3 | -2 | -1.7 | -4 | 10 | -7 | -13
CC(C)C(=O)NC(Nc1ccccc1F)C(Cl)(Cl)Cl (configuration not stated) | -1 | -5 | -1 | -1.5 | / | -0.5 | 0 | -4 | 0 | 0
O=C(c1ccc2c(c1)OCCO2)N1CCN(Cc2ccccc2)CC1 | -1 | 11 | 0 | -1.7 | / | 0.2 | -2 | 1 | 4 | -9
CSc1ccccc1OCc1cc(C(=O)N2CCC(Oc3cccnc3)CC2)no1 | 2 | -3 | 6 | -5.2 | 13 | -3.2 | -4 | 7 | -5 | -7
Cc1cc([N+](=O)[O-])cnc1NC(C)c1ccccc1 (configuration not stated) | 1 | / | -4 | -0.8 | 1 | -0.7 | -3 | -5 | -9 | 6
CC(C)OCCCNC(=O)COc1ccc2oc3c(c2c1)CCCC3 | -4 | -9 | 1 | 0.2 | 0 | 0.6 | -4 | 2 | 1 | -22
O=C(c1cc(-c2ccccc2O)on1)N1CCCC1 | 0 | / | -1 | -1.3 | 57* | -3.7 | / | -1 | -5 | 6
N/C(=N\OC(=O)Oc1ccccc1)c1ccc(Cl)cc1 | -3 | -1 | -3 | -2.6 | 4 | -1.1 | 5 | 0 | -3 | 4
O=C(NC1CC1)C1=C[C@H](c2ccccc2)C[C@H](OCc2ccc(CO)cc2)O1 | 4 | -2 | -2 | -0.8 | -2 | 0.7 | -5 | -1 | 2 | 8
N#Cc1cc(Oc2ccc(Cl)cc2)c(N2CCOCC2)cc1C#N | -8 | / | 4 | / | -1 | 2.1 | / | -1 | 8 | -8
O=C(NNc1cc(N2CCOCC2)nc(N2CCOCC2)n1)C12CC3CC(CC(C3)C1)C2 | -6 | 9 | -3 | 0.2 | / | -0.7 | -3 | 3 | 1 | -8
COc1ccc(NC(=O)CSc2nncn2C)cc1OC | -4 | -1 | 6 | -2.3 | / | -0.1 | -1 | 5 | -5 | 4
COc1ccc(NS(=O)(=O)c2cccc(C(=O)N(C)Cc3ccc(SC)cc3)c2)cc1 | -4 | -5 | 2 | -0.4 | -2 | -0.8 | -1 | -6 | 0 | -12
CC(C(=O)Nc1cc(C(F)(F)F)ccc1N1CCOCC1)N1C(=O)C2CC=CCC2C1=O (configuration not stated) | 2 | 7 | 0 | -0.4 | / | 0.8 | -1 | -1 | 8 | 7
CCOC(=O)C1CCN(c2ccc([N+](=O)[O-])cc2)CC1 | 3 | -8 | -1 | -3.4 | / | -0.3 | -4 | -4 | 16 | -5

Among those listed so far, 3 have an aryl thioether with sulfur outside any ring:
SMILES | Tat transport | MITF act | V-ATPase pH | CAL PDZ FP-1 | Wnt bcat act | CDK5 inh | CAL PDZ FP-2 | cardiac RTF act | Rtt109 Vps75 | dFosB activator
CSc1ccccc1OCc1cc(C(=O)N2CCC(Oc3cccnc3)CC2)no1 | 2 | -3 | 6 | -5.2 | 13 | -3.2 | -4 | 7 | -5 | -7
COc1ccc(NC(=O)CSc2nncn2C)cc1OC | -4 | -1 | 6 | -2.3 | / | -0.1 | -1 | 5 | -5 | 4
COc1ccc(NS(=O)(=O)c2cccc(C(=O)N(C)Cc3ccc(SC)cc3)c2)cc1 | -4 | -5 | 2 | -0.4 | -2 | -0.8 | -1 | -6 | 0 | -12

(further entries)
SMILES | Tat transport | MITF act | V-ATPase pH | CAL PDZ FP-1 | Wnt bcat act | CDK5 inh | CAL PDZ FP-2 | cardiac RTF act | Rtt109 Vps75 | dFosB activator
CC(=O)/C=C(\C)N=Nc1c(O)[nH]c2ccccc12 | -2 | -1 | 0 | -1.9 | 10 | 0.6 | 5 | -4 | -6 | 1
O=C(Nc1ccc(OCC(F)(F)C(F)F)c(C(F)(F)F)c1)c1ccccc1 | 1 | 10 | -2 | -1.0 | / | -0.1 | -2 | -14 | -2 | -13
Cc1ccc(S(=O)(=O)N2CCOCC2)cc1C(=O)OC1CCCCC1=O (configuration not stated) | 1 | -16 | 0 | 0.6 | 0 | -7.1 | / | -3 | 2 | -5
Cc1cccc(NC(=O)c2ccc(S(=O)(=O)NCc3cccnc3)cc2)c1C | -6 | -11 | -2 | -2.4 | -5 | 0.5 | -3 | 3 | 1 | -8
COc1ccc(N(CC(=O)NCc2ccco2)S(C)(=O)=O)c(OC)c1 | -8 | -4 | 1 | -0.4 | 2 | -1.0 | / | 1 | 0 | -2
COc1ccccc1/C=C/C(=O)OCC(=O)Nc1nnc(-c2ccccc2)o1 | -10 | -4 | -1 | -2.0 | 0 | 2.0 | -8 | 9 | / | 7
N#CCSc1nnc(-c2cnccn2)n1Cc1ccccc1 | 2 | / | -1 | / | / | 0.7 | -5 | -2 | 10 | 2
COc1ccc2oc(=N)c(C(=O)Nc3cccc(C)c3C)cc2c1 | -7 | 70 | 2 | -13 | -4 | 0.2 | -3 | -4 | 5 | -8
O=S(=O)(Nc1ccon1)c1ccc(Br)cc1 | 4 | 5 | -1 | -1.6 | 0 | -0.3 | -6 | 4 | -5 | -2
CCc1cc2ccc(OC)cc2nc1SCC(=O)NNC(C)=O | -7 | -3 | 1 | -1.0 | 0 | 0.9 | / | -1 | -2 | -6
COCc1cc(C)n(CC(=O)Nc2ccccc2C(=O)OC)c(=O)c1C#N | 5 | / | -2 | -3.1 | -4 | 0.3 | -5 | 20 | -2 | -1
COc1ccc(C(CNC(=O)c2cc3c(s2)CCCC3)N2CCOCC2)cc1 (configuration not stated) | 2 | 3 | 3 | -0.7 | 0 | 0.3 | -5 | -4 | -8 | -4
Cc1ccsc1S(=O)(=O)N1CCC(CO)(CC2CCCCO2)CC1 (configuration not stated) | 5 | 2 | -1 | -4.2 | -4 | -1.0 | -2 | 3 | 1 | 2
CNc1nnc(SCC(=O)N2c3ccccc3NC(=O)CC2C)s1 (configuration not stated) | 1 | 5 | 1 | -1.4 | -2 | 0.9 | -4 | -7 | -5 | 3
COc1ccccc1/C=N/NC(=O)c1ccc(N(C)S(=O)(=O)c2ccccc2)cc1 | -5 | 2 | 3 | -3.7 | 0 | 1.1 | 0 | -5 | / | 1
CC(C)c1nnc(NC(=O)C2CCN(c3cnccn3)CC2)s1 | 2 | 1 | -2 | -0.3 | -4 | 2.8 | 1 | -7 | 0 | 6
Cc1cccc(C)c1NC(=O)CNC(=O)CNC(=O)Cc1cccc2ccccc12 | 1 | 4 | -1 | -1.5 | -4 | -0.1 | -9 | 1 | 1 | -3
Cc1cc(NCc2ccc(F)cc2)nc2cc(Cl)ccc12 | 2 | -5 | 0 | 0.5 | -3 | 0.2 | / | 4 | 0 | 5
COC(=O)C1=C(C)N(CC2CCCO2)C(=O)C1 (configuration not stated) | 2 | / | 0 | -2.9 | / | -0.1 | -1 | 0 | 10 | 4
C=CCN1C(=O)C(CC(=O)O)SC1=Nc1ccc(C(=O)O)cc1 (configuration not stated) | -4 | 8 | 1 | -0.9 | -1 | 0.1 | 7 | 6 | -13 | 5
CC(Sc1nnc(N)s1)C(=O)Nc1ccc(N2CCOCC2)cc1 (configuration not stated) | -8 | 0 | -6 | 0.2 | / | -0.5 | -5 | 0 | 3 | 4
CCn1c(SCC(=O)NCC2CCCO2)nnc1-c1ccc(Cl)cc1 (configuration not stated) | 3 | 10 | 0 | 0.2 | 0 | -0.8 | -3 | -2 | 1 | -8
COc1nc(NCc2cccnc2)nc(OC)n1 | -1 | -13 | -1 | 0.9 | / | 0.1 | 6 | -8 | 3 | 3
CC(C)Cn1c2c(c(=O)[nH]c1=O)C(C(F)(F)F)(C(F)(F)F)N=C(CCC1CCCCC1)N2 | -2 | -39 | 1 | -0.7 | / | 1.4 | 3 | -3 | 8 | -9
Cc1ccc(C)c(N(CC(=O)N(C)C)S(C)(=O)=O)c1 | 1 | 4 | 2 | -1.4 | / | -0.8 | 3 | -5 | 2 | 1
S=C(NCC1CCCCC1)Nc1cccnc1 | -2 | 2 | 1 | 0.0 | -3 | 2.3 | 0 | 2 | 15 | 1
OC(CNc1nc(C(F)(F)F)nc2ccccc12)c1ccccc1 (configuration not stated) | 1 | -11 | 0 | -2.0 | -4 | 5.3 | -1 | -1 | -18 | -3
COCC(=O)NC1(c2nnnn2CCOC(=O)Nc2ccc(Cl)cc2)CCCCC1 | -2 | 1 | 1 | -0.4 | 0 | -0.5 | 7 | -1 | 0 | -11
O=C(OCC(=O)N1CCN(c2ccccc2)CC1)c1ccc(Cl)nc1 | -4 | 8 | -1 | -1.1 | 0 | 0.6 | -3 | -8 | -4 | -5
CCN1C(=C2C(=O)c3ccccc3C2=O)C=Cc2ccccc21 | -2 | / | 0 | -2.0 | / | -0.7 | -1 | 2 | 6 | -4
COc1ccc(Nc2nc(NCc3ccco3)nc(N/N=C/c3ccc(O)cc3)n2)cc1 | -4 | 0 | -1 | -1.6 | 0 | -4.5 | -3 | -16 | 7 | 42*
Fc1ccc(CNc2ncccn2)cc1 | 13 | -11 | -2 | -0.4 | -1 | 0.8 | / | -2 | -6 | -4
O=C(O)c1cc(O)ccc1NC(=O)c1cccc2ccccc12 | 4 | 11 | 0 | -3.3 | 0 | 1.0 | -5 | 1 | 11 | -6
COC(=O)Cc1ccc(NC(=S)NCc2ccc(Cl)cc2)cc1 | -1 | 18 | 3 | -3.0 | / | 2.0 | 0 | -1 | -5 | -8

Screening results from PubChem.
